TIM10 inh = TIM10 yeast growth inhibition. S. cerevisiae TIM10 strain growth, BacTiter-Glo luminescence, 24 h. inhibition, % at 10 µM. hit rate 1.4% among 330,000;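 active = inhibition of 40% or more at the single tested concentration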;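 also: wild-type TIM10 isogenic control strain grown at permissive 25 °C; 0% = DMSO yeast wells and 100% = minimal medium wells without yeast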
tim10-1 inh = growth inhibitors of tim10-1 mutant yeast. S. cerevisiae tim10-1 ts strain growth, BacTiter-Glo, 24 h. hit rate 2.2% among 330,000. inhibition, % at 20 µM;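 active = inhibition of at least 40%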;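 also: mutant grown at 25 °C; 0% = DMSO wells with yeast and 100% = wells holding no yeast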
Jurkat NFkB inh = inhibitors of the PMA/ionomycin-induced NF-kB reporter in Jurkat cells | PMA/ionomycin-induced NF-kB luciferase reporter, luminescence | hit rate 0.53% among 330,000 | inhibition, % at 4 µM; in the data active = inhibition above about 50%
697 NFkB inh = inhibitors of the PMA/ionomycin-induced NF-kB reporter in 697 B cells; 697 B-cell NF-kB luciferase reporter, 16 h; inhibition, % at 4 µM; hit rate 0.33% among 330,000; AID 435022; in the data active = inhibition above about 35%
Mdm2 MdmX PPI = human Mdm2/MdmX binding inhibition. O15151+Q00987. SaOS-2 split-luciferase Mdm2/MdmX complementation, luminescence. inhibition, % at 8 µM. hit rate 3% among 330,000. AID 485346;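 active = inhibition of at least 50% at 8 µM in the primary screen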
Target sequence (O15151 whole entry, looked up): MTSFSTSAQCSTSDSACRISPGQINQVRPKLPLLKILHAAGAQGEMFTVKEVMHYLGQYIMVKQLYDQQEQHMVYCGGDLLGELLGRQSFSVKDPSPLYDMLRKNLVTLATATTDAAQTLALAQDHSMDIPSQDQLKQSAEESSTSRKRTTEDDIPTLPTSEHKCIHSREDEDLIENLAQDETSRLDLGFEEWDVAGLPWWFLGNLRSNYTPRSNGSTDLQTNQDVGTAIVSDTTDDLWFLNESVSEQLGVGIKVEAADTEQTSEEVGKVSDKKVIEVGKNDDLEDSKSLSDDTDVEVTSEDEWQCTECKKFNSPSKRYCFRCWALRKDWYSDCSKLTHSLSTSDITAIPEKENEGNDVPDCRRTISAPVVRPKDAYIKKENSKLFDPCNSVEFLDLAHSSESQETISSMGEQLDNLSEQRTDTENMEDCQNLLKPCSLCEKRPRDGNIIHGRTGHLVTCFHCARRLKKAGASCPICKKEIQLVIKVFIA
Target sequence (Q00987 whole entry, looked up): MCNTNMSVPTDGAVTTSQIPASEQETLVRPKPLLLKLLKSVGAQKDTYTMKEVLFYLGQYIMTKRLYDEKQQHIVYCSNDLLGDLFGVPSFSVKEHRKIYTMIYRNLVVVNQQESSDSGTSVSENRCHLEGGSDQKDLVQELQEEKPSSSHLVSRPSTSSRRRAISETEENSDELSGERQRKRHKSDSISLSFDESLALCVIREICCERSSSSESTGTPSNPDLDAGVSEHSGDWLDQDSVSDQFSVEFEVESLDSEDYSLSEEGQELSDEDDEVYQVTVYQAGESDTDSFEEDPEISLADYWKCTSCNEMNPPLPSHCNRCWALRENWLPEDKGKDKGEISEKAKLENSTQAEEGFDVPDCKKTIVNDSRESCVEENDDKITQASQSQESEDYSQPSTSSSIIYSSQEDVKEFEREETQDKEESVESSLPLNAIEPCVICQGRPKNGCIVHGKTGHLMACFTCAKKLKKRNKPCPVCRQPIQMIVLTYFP
tim23-1 inh = tim23-1 yeast growth inhibition. S. cerevisiae tim23-1 growth, BacTiter-Glo luminescence, 24 h. inhibition, % at 20 µM. hit rate 1.3% among 330,000. AID 463212;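 active = growth inhibition of the mutant yeast at or above 50%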;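 also: temperature-sensitive mutant grown at 25 °C; plate controls were DMSO-treated mutant yeast for no effect and medium wells lacking yeast for full effect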
CHOP UPR activ = activators of apoptotic arm of unfolded protein response (CHOP) | CHO-CHOP luciferase reporter, UPR activation, luminescence; percent of tunicamycin response over DMSO baseline | activation, % at 10 µM | hit rate 0.34% among 330,000 | AID 449763;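 active = at 10 µM dose, activation of 40% or more, normalized to positive control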;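 also: 100% = tunicamycin at 10 µg/mL and 0% = DMSO alone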
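Dosing – one dose, 10 µM in 0.5% DMSO · System – CHO-CHOP cells, stable luciferase reporter of PERK-eIF2a-CHOP signalling · Input – 500 cells/well · Control set – tunicamycin 10 µg/mL final as positive, DMSO-only wells as negative · Timing – 6 h compound treatment, 37 °C · Measure – % activation vs tunicamycin · Technique – luminescence read with Steady-Glo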
XBP1 UPR activ = adaptive UPR (XBP1) activation; CHO-XBP1 luciferase reporter, IRE1-XBP1 UPR activation, luminescence; percent of tunicamycin response, DMSO as zero; activation, % at 20 µM; hit rate 0.33% among 330,000;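 active = versus positive control, 20 µM dose yields 30% or more activation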;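 also: 100% = tunicamycin at 10 µg/mL and 0% = DMSO only wells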
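Material: IRE1-XBP1 luciferase reporter CHO line / Quantity: one thousand reporter cells per well / Buffer or medium: F12 with 10% serum / Compound: 20 µM single concentration, DMSO 1% / Times: 6 h treatment, 37 °C / Detection: Steady-Glo luciferase glow luminescence, 10 min after reagent addition / Benchmarks: tunicamycin high, DMSO low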
* = called active by the depositor. Outcome played no part in choosing rows; overall some 6.6% were active at least once.

SMILES	TIM10 inh	tim10-1 inh	Jurkat NFkB inh	697 NFkB inh	Mdm2 MdmX PPI	tim23-1 inh	CHOP UPR activ	XBP1 UPR activ
CN1C(=O)CC(N2CCN(c3ccc(Cl)c(Cl)c3)CC2)C1=O (centres undefined)	7.8	9.8	0.2	4.2	-7.6	16.5	-0.8	1.3
CCOC(=O)C(C)Sc1nc2c(c(=O)[nH]c(=O)n2C)n1C/C=C(/C)Cl (centres undefined)	8.4	14.8	-18.0	-9.0	3.8	24.2	0.0	5.0
O=C1NC(c2ccccc2)=CC(c2ccccc2)N1 (centres undefined)	16.5	12.3	3.4	-4.6	-9.4	1.8	0.6	0.0
CCOc1ncccc1C(=O)OCC(=O)Nc1ccc(S(=O)(=O)N2CCOCC2)cc1	-10.0	16.5	-3.3	-1.5	4.7	6.1	-0.6	-2.2
Cc1ccc(C(=O)N/C(=C/c2cccc([N+](=O)[O-])c2)C(=O)NC(C)C)cc1	5.8	14.0	10.1	28.9	-8.7	11.2	0.0	-2.8
CCOC(=O)NC(=O)COC(=O)CCCSc1nc2ccccc2s1	-10.0	13.5	-8.7	0.9	-2.1	21.1	-2.0	-0.9
CCOC(=O)c1c(C)[nH]c(C)c1S(=O)(=O)N(C)CC(=O)Nc1ccc(C)cn1	-2.6	1.0	-4.6	-3.5	1.1	-5.5	0.3	-2.7
NNC(=O)c1cc(S(=O)(=O)N2CCOCC2)c[nH]1	-9.0	-20.8	7.4	17.9	-10.3	-6.5	-0.2	-2.0
O=[N+]([O-])c1cc(/C=N/O)ccc1Sc1ccccc1	-60.1	-15.1	2.9	-13.8	27.6	-11.1	-2.2	5.4
COc1ccc2sc(-c3ccc(SC)cc3)c(/C=C/c3ccc(OC)c(OC)c3)c2c1	5.4	15.1	-13.1	-2.4	3.4	25.5	1.4	-2.1
S=c1[nH]c(-c2ccccc2)cn1/N=C/c1ccc(Br)cc1	28.1	15.5	2.9	4.3	-18.8	19.5	4.3	6.1
C=C1CCC(O)C2(C)CCC3C(C)C(=O)OC3C12O (centres undefined)	-36.6	11.4	-9.9	-2.5	-5.2	-8.2	-0.9	1.5
Brc1ccc(-c2csc(Nc3nc(-c4ccc(Br)cc4)cs3)n2)cc1	8.4	12.5	-31.4	-5.9	45.8	53.4*	3.7	-1.5
Cn1c(=O)c2c(nc(SCc3cccnc3)n2Cc2ccc(F)cc2)n(C)c1=O	10.3	21.7	-6.9	-36.6	2.6	20.9	-0.3	-2.0
O=C(NCCO)c1cc2c(s1)CCC2	1.1	3.9	10.1	14.7	20.9	4.9	-1.2	-0.1
Cc1ccc2c(c1)N(C(C)C(=O)NCc1ccc3c(c1)OCO3)C(=O)CO2 (centres undefined)	-1.7	8.6	2.5	9.2	-12.1	16.7	-0.9	-3.9
O=C(Nn1cnnc1)c1cc(Cl)cc(Cl)c1	-16.0	3.2	5.2	17.0	-4.2	3.7	-2.4	9.8
O=S(=O)(c1ccccc1)N1CN(c2ccc(F)cc2F)c2nc3ccccc3nc21	16.0	16.7	-4.5	8.6	-4.1	42.8	-1.4	-3.6
CC1CN(C2=CC(=O)CCC2)CC(C)O1 (centres undefined)	-8.3	5.2	4.2	8.1	1.2	-10.9	1.6	-1.8
O=C(Cn1cc(Cl)ccc1=O)c1ccc(Cl)cc1	-2.2	10.9	-6.8	-9.8	34.3	8.4	0.2	2.8
O=C(CSc1cn(Cc2ccccc2)c2ccccc12)N1CCOCC1	-3.1	6.8	-32.2	-34.7	-79.9	18.2	3.5	0.3
Cn1cc(CN2CCC(O)CC2)c(-c2ccc(Oc3ccccc3)cc2)n1	-12.0	5.4	3.6	-7.4	-6.4	17.0	0.4	3.2
O=C(Nc1ccccc1)N1CCC(C(=O)N2CCN(Cc3ccccc3)CC2)CC1	7.0	5.9	-16.0	9.0	-17.2	6.5	-1.4	-3.1
Clc1ccc(/C=N/Nc2ccccn2)cc1	30.0	22.6	-59.6	-49.4	-64.9	15.9	2.1	4.2
CC1CN=C(c2cccn2Cc2ccc(F)cc2Cl)O1 (centres undefined)	8.7	39.4	-12.3	-46.9	-18.8	-3.0	-1.5	-1.0
O=C(CCC1CCN(C(=O)c2cccc(Cl)c2F)CC1)Nc1ccccc1	-6.8	18.4	2.3	15.6	23.0	20.8	-1.4	-7.3
Cc1nn(-c2ccccc2)c2c1C(c1ccc([N+](=O)[O-])cc1)N1C(=N2)C(=O)Nc2ccccc21 (centres undefined)	13.3	10.2	-7.9	-2.4	22.1	28.4	1.6	0.2
CN(Cc1ccco1)C(=O)c1ccc(N2CCCC2=O)cc1	8.1	7.5	-0.9	23.6	29.4	-3.3	-1.7	-0.5
CCN(C[C@H]1N[C@@](CC)(C(=O)OC)[C@H]2C(=O)N(Cc3ccccc3)C(=O)[C@@H]12)C(=O)Nc1ccc(C)cc1	-1.0	-6.0	-0.7	-2.5	19.0	4.5	0.9	1.4
CC1COc2ccccc2N1S(=O)(=O)c1ccccc1 (centres undefined)	-30.4	1.3	-13.3	-7.8	-11.2	2.2	1.0	-3.6

Six structures already listed, ordered by formula weight, smallest number first.
SMILES	TIM10 inh	tim10-1 inh	Jurkat NFkB inh	697 NFkB inh	Mdm2 MdmX PPI	tim23-1 inh	CHOP UPR activ	XBP1 UPR activ
Clc1ccc(/C=N/Nc2ccccn2)cc1	30.0	22.6	-59.6	-49.4	-64.9	15.9	2.1	4.2
CC1COc2ccccc2N1S(=O)(=O)c1ccccc1 (centres undefined)	-30.4	1.3	-13.3	-7.8	-11.2	2.2	1.0	-3.6
CN(Cc1ccco1)C(=O)c1ccc(N2CCCC2=O)cc1	8.1	7.5	-0.9	23.6	29.4	-3.3	-1.7	-0.5
Cn1cc(CN2CCC(O)CC2)c(-c2ccc(Oc3ccccc3)cc2)n1	-12.0	5.4	3.6	-7.4	-6.4	17.0	0.4	3.2
Cc1ccc2c(c1)N(C(C)C(=O)NCc1ccc3c(c1)OCO3)C(=O)CO2 (centres undefined)	-1.7	8.6	2.5	9.2	-12.1	16.7	-0.9	-3.9
O=C(CCC1CCN(C(=O)c2cccc(Cl)c2F)CC1)Nc1ccccc1	-6.8	18.4	2.3	15.6	23.0	20.8	-1.4	-7.3

(continued)
SMILES	TIM10 inh	tim10-1 inh	Jurkat NFkB inh	697 NFkB inh	Mdm2 MdmX PPI	tim23-1 inh	CHOP UPR activ	XBP1 UPR activ
C=CCNc1cccc(Br)c1	1.6	-0.8	-16.1	9.8	10.1	-5.8	-1.4	1.0
CCc1ccc(CN2C(=O)c3ccccc3C2C(=O)NCc2cccnc2)cc1 (centres undefined)	-14.2	-1.4	8.4	13.0	-7.3	-0.3	-2.6	-0.6
COc1ccc(NC(=O)Cc2ccccc2F)cc1S(=O)(=O)N1CCCCC1	-20.5	-32.7	12.2	11.6	22.2	-25.2	0.7	-0.6
COc1ccccc1N1CCN(C(=O)c2sc3ncnc(N4CCN(c5ccccn5)CC4)c3c2C)CC1	27.3	12.8	3.8	-6.1	56.0*	24.3	7.3	3.1
O=C(/C=C/c1ccccc1Cl)N(Cc1cccs1)C1CCS(=O)(=O)C1 (centres undefined)	-4.6	14.3	-6.0	-5.3	28.2	13.5	2.6	-3.6
Cc1ccc(C(CC(=O)N2CCCCC2)c2ccccc2)c(O)c1C (centres undefined)	28.7	23.2	4.4	2.1	-18.7	28.9	0.8	-1.3
CC1CCN(c2ccc(C(=O)NCc3cccs3)cn2)CC1	14.6	24.4	-26.3	-12.2	0.1	28.7	2.0	15.5
Cc1ccc(NC(=O)CN(C)C(=O)COc2cc(F)ccc2[N+](=O)[O-])cc1	-1.5	3.2	-3.4	-9.9	2.1	0.7	-0.3	3.9
O=C(Nc1ccc(F)c(F)c1)NC1CCCCC1	-4.7	6.0	-7.4	-14.1	-8.1	-33.2	-1.0	-2.8
CCOc1ccc(NC(=O)COc2ccc(C(=O)NCc3cccc(OC)c3)cc2OC)cc1	-14.2	-12.6	8.3	17.8	-0.6	-20.7	-1.4	-4.9
Cc1ccc(NCC(=O)c2ccc([N+](=O)[O-])cc2)cc1	25.3	26.3	-84.6	-54.8	-52.3	15.7	1.8	0.3
O=C(NC(C(=O)c1ccccc1)n1cnccc1=O)c1ccccc1 (centres undefined)	-7.9	-5.9	-7.4	-11.7	13.8	18.7	0.5	0.4
CC(Oc1ccccc1)C(=O)Nc1c2c(nn1-c1ccccc1)CS(=O)C2 (centres undefined)	1.2	-1.9	-3.6	-7.0	12.8	4.9	1.1	-3.6
CCOc1ccc(C2/C(=C(\O)c3cccc(OC)c3)C(=O)C(=O)N2c2ccccn2)cc1OC (centres undefined)	-4.1	-1.5	-16.9	7.2	-10.4	3.5	1.9	2.7
O=C(Nc1c(F)cc(F)cc1Br)c1cc(-c2ccccc2)on1	-27.1	-14.3	-2.8	-3.2	-14.3	-0.3	1.0	-2.5
CCCC(=O)Nc1c(C)nn(C(=O)CCC)c1C	2.0	-2.8	6.3	-0.7	0.3	5.7	1.8	-3.9
CCCCN(CCCC)CP(=O)(c1ccccc1)c1ccccc1	-2.8	19.8	-19.6	-4.4	25.5	25.3	-3.8	-6.3
Cc1cccc(C)c1NC(=O)C(c1ccccc1)N1CCN(C(=O)c2ccco2)CC1 (centres undefined)	15.5	14.9	-2.0	5.3	12.9	22.1	-1.4	-4.9
COC(=O)Nc1sc2c(c1C(=O)NCc1ccco1)CCCC2	12.1	3.0	-0.2	-3.2	2.9	11.2	-0.8	1.2
Cc1ccc(C(=O)C(OC(=O)c2c(C)cc(=O)oc2C)c2ccccc2)cc1 (centres undefined)	-9.6	21.0	-2.6	-17.4	-11.8	16.1	1.3	-0.7
CCOC(=O)C(C)Sc1ncc(-c2ccc(Cl)cc2)cn1 (centres undefined)	15.7	0.8	-3.1	-8.7	23.1	38.4	1.4	2.6
CCOC(=O)Cc1nnc(Nc2ccc(C)cc2)c2ccccc12	21.1	28.3	-3.5	2.8	7.3	36.0	0.7	0.6
CC#CCN1C(=O)N[C@@H](c2ccccc2)C(C(=O)OC)=C1C	1.9	-7.9	24.4	0.5	14.7	5.1	-1.7	4.9
CCOC(=O)C(=O)NC(C)CCc1ccccc1 (centres undefined)	-6.0	2.3	8.7	-3.5	-5.1	-0.8	0.3	-0.4
Cc1ccc(NS(=O)(=O)c2cc(C(=O)N3CCOCC3)ccc2C)cc1	1.9	6.3	16.3	14.9	16.1	-4.9	-2.3	-3.5
O=C(COC(=O)c1ccc([N+](=O)[O-])s1)NC(c1ccccc1)c1ccccc1	6.8	19.9	12.7	-5.7	16.1	4.2	5.8	-1.4
CC(=O)C(Sc1nn(C)c(=S)s1)C(=O)Nc1ccccc1 (centres undefined)	12.7	32.8	-31.8	-21.4	-5.0	26.7	-0.6	4.1
CCOC(=O)N1CCC(NC(=O)CS(=O)(=O)Cc2nc(-c3ccccc3C)oc2C)CC1	2.0	6.7	-2.8	5.0	9.4	-8.5	-1.2	-2.4
CCC(=O)Nc1ccc(C(=O)CSc2nnc(-c3ccc(O)cc3)n2CC2CCCO2)cc1OC (centres undefined)	11.4	5.0	5.8	14.0	-4.7	8.7	-3.2	1.6
COc1ccc(CCCNC(=O)C2CCC(=O)N(Cc3ccc(Cl)cc3)C2)cc1 (centres undefined)	7.8	9.8	-19.5	4.0	10.7	3.4	-0.7	-5.6

Screens deposited in PubChem BioAssay by Sanford-Burnham Center for Chemical Genomics.
